High-throughput results (PubChem)
TR SRC2 fluor cs: alters Texas Red total fluorescence, flagging assay interference | Potency, µM (highest dose often 106 µM), inactives show top-dose fluorescence change, negative = quenching | TRb/SRC2 Texas Red total fluorescence interference | 280,000 compounds, 0.29% hits | AID 1479; active means well fitted curve in either direction with a large enough effect; inconclusive means small, poorly fitted or top-dose-only effect
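Human TRb ligand-binding domain at 0.6 uM with 20 nM Texas Red SRC2 peptide in Tris buffer containing 1 uM T3 and 5% DMSO, incubated with compound 5 h at ambient temperature. Total fluorescence (555/632 nm) calculated as parallel + 2 × perpendicular.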
JMJD2E inh: JMJD2E (human) inhibition. JMJD2E catalytic domain, FDH-coupled NADH fluorescence (FDH is formaldehyde dehydrogenase). AID 2147. Potency, µM (doses to about 57.1 µM), without a hit: top-dose activity change, negative = inhibition, actives largely listed as inhibitors. 230,000 compounds, 1.6% hits; active means well fitted inhibition curve with a large enough effect, not every such curve was filed as active; inconclusive means small, poorly fitted or top-dose-only effect, or another doubt; inactive means no such curve, though single readings can be large or run the other way;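 further: 0% = wells with enzyme and -100% = buffer wells without enzyme; nearly all actives have a fitted effect of over 50% in size; many of its hits are not listed in these tables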
Target sequence (B2RXH2 1-337 limits assumed): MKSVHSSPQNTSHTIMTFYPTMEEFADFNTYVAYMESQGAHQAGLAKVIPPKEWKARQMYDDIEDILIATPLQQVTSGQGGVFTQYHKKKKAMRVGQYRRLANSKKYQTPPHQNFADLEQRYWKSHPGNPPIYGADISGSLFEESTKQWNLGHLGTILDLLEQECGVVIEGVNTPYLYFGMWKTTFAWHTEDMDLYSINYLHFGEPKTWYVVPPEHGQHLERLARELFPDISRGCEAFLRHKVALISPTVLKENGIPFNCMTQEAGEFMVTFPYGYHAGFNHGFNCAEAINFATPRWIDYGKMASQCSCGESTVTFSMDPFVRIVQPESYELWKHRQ
RECQ1 inh: blocks DNA unwinding by human RECQ1 | Potency, µM (highest dose often 57.3 µM), without a hit: top-dose activity, negative = inhibition, hits mostly inhibitors | AID 2549 | RECQ1 DNA unwinding, red fluorescence kinetic read | 240,000 compounds, 0.54% hits;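 further: plate controls were vehicle for no effect and no enzyme for full effect; nearly all actives have a fitted effect of over 30% in size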
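50 nM RECQ1T1 preincubated 15 min with compound in Tris pH 8.0 buffer with MgCl2, DTT, Tween-20 and 2.5 ug/ml poly(dI-dC); started with 200 nM TAMRA/BHQ-2 forked duplex and 2 mM ATP. Unwinding read as fluorescence (525/598 nm), two reads 2 h apart.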
Tau FP inhib: blocks human tau fibril formation measured by polarization; K18 P301L tau heparin fibrillization, Alexa594 FP, 6 h; Potency, µM (highest dose often 57.7 µM), for inactives: at the top dose activity, negative = inhibition, most hits filed as inhibitors; 280,000 compounds, 0.39% hits; AID 1468; further: nearly all actives have a fitted effect of over 55% in size
Target sequence (P10636 561-689 P618L limits assumed): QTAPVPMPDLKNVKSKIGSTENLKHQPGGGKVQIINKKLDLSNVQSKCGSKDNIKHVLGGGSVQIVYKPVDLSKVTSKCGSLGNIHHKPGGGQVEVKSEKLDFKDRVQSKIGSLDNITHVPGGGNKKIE
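Recombinant K18 P301L […], labeled with Alexa 594 at 0.24 uM over 15 uM unlabeled; heparin inducer 20 uM final; 37 C, 6 hr; FP endpoint.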
L3MBTL1 block: blocks human L3MBTL1; Q9Y468; AlphaScreen L3MBTL1–H3K9me1 peptide binding; Potency, µM (titrated, usually from 57.1 µM), without a hit: top-dose activity, negative = inhibition, actives largely listed as inhibitors; 230,000 compounds, 0.66% hits; further: nearly all actives have a fitted effect of over 60% in size
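Displacement of a biotinylated histone H3(1-15) peptide monomethylated at Lys9 (75 nM) from L3MBTL1 (50 nM) was measured by AlphaScreen after a 30 min room-temperature compound incubation; cefsulodin titration served as intraplate control.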
RGS12 GoLoco inh: RGS12 GoLoco-Gai1 interaction inhibition; Gai1:RGS12 GoLoco peptide FP, rhodamine, 10 min; Potency, µM (top dose mostly 61.6 µM), inactives show at the top dose activity, negative = inhibition, hits mostly inhibitors; 230,000 compounds, 0.44% hits; AID 880; active means well fitted inhibition curve with a large enough effect, not every such curve was filed as active; inactive means no such curve, though single readings can be large or run the other way; further: nearly all actives have a fitted effect of over 30% in size; many of its hits are not listed in these tables
Target sequence (P63096 whole entry, looked up): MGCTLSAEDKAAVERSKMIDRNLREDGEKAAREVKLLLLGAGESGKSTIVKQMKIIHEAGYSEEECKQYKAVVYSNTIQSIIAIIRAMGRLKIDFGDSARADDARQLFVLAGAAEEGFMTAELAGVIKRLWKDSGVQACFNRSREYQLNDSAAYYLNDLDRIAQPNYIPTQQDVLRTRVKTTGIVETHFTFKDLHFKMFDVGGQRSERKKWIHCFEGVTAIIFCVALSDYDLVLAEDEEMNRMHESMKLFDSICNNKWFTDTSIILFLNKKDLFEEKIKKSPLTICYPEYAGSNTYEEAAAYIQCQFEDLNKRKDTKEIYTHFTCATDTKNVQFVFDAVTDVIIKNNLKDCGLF
Tau fibril ThT: tau fibrillization inhibition (ThT binding); 270,000 compounds, 2.1% hits; AID 1460; recombinant tau K18 P301L (four-repeat tau fragment), heparin-induced fibrillization, ThT fluorescence; Potency, µM (titrated, usually from 57.4 µM), inactives show top-dose activity, negative = inhibition, usual class: inhibitors; P10636; further: nearly all actives have a fitted effect of over 55% in size
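Heparin-induced (20 uM) aggregation of recombinant human K18 P301L tau, 15 uM unlabeled with 0.24 uM labeled, pH 7 acetate buffer, 6 hr at 37 C with compound. Fibrils quantified by 30 uM ThT fluorescence after 1 hr ambient incubation.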
TRb-SRC2 inh: inhibitors of human thyroid hormone receptor beta-SRC2 interaction | P10828 | TRbeta-SRC2 peptide binding, fluorescence polarization; receptor liganded with 1 µM T3 | Potency, µM (series often up to 106 µM), inactives show at the highest dose activity change, negative = inhibition, actives largely listed as inhibitors | 280,000 compounds, 0.065% hits | AID 1469;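 further: plate controls were bound peptide for no effect and peptide without receptor for full effect; nearly all actives have a fitted effect of over 50% in size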
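Polarization signal, normalized between peptide-alone and full complex controls, measured compound effects on T3-liganded human TRb LBD (0.6 uM) binding 20 nM Texas Red SRC2 peptide after 5 hr.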
* hit, by the source's call; i = inactive; ? = inconclusive; · = not tested or not shown; [ ] = remark or other dose. Unless noted, the call rests on the fitted dose curve; in most records, active means well fitted curve in the direction sought with a large enough effect; inconclusive means small, poorly fitted or top-dose-only effect, or another doubt; inactive means no such curve, though single readings can be large; an effect the other way counts as inactive or inconclusive. Unless noted, on the % scale 0 is the no-effect control and ±100 the full control effect; potency means the concentration at half of the fitted maximal effect. The list is partial. The share of hits here may be higher or lower than overall.

| nr | SMILES | TR SRC2 fluor cs | JMJD2E inh | RECQ1 inh | Tau FP inhib | L3MBTL1 block | RGS12 GoLoco inh | Tau fibril ThT | TRb-SRC2 inh |
| --- | --- | --- | --- | --- | --- | --- | --- | --- | --- |
| 1 | CC1CCc2c(sc3nc(SCC(=O)O)n(-c4ccccc4)c(=O)c23)C1 (stereo unspecified) | -2% | -8% | -5% | 11% | 3% | 33%[activator] | -6% | 5% |
| 2 | C#CC(C)(CC)NC(=O)Cn1nnc(-c2ccc(OCc3ccccc3Cl)cc2)n1 (stereo unspecified) | 4% | · | · | -14% | · | · | 7% | 0% |
| 3 | CCOC(=O)c1nn(-c2cccc(C)c2)c2nc(-c3ccccc3)c(C#N)c(=O)n12 | 1% | ? | -8% | 0% | -8% | -10% | 3% | -2% |
| 4 | COCCN(C(=O)/C=C/c1ccccc1)c1nnc(-c2cccnc2)s1 | 0% | ? | -14% | 1% | 25% | 10% | -6% | 2% |
| 5 | COC(=O)c1cc(=O)c2ccc(OC)cc2o1 | -1% | ? | -6% | 5% | 0% | 5% | -5% | 5% |
| 6 | O=C(COc1ccc([N+](=O)[O-])cc1)Nc1ccc(C(=O)Nc2ccccc2C(=O)O)cc1 | 0% | -24% | i | ? | 17% | 16% | ? | 10% |
| 7 | Cn1nc(-c2ccc(Cl)cc2)c2cc(C(=O)N3CCCC3)sc21 | -2% | -9% | -2% | 10% | 3% | -2% | -20% | 6% |
| 8 | Cc1ccc2nc(-c3ccc(NC(=O)CSc4ccccc4)cc3)[nH]c2c1 | -3% | ? | -14% | ? | 0% | 14% | ? | 10% |
| 9 | Cn1c(SCC(N)=O)nnc1-c1cnccn1 | -3% | 7% | i | 13% | 6% | -2% | 6% | 1% |
| 10 | CCOCCCNC(=S)N1CCC(NC(=O)c2ccco2)CC1 | -2% | 3% | i | 3% | 1% | 7% | 0% | -2% |
| 11 | Cc1ccc(N=Cc2nc(-c3ccco3)oc2O)cc1 | -9% | -15% | i | 2% | -6% | 2% | ? | 4% |
| 12 | CCOC(=O)Cn1c(=NC(=O)CSC(C)=O)sc2cc(F)ccc21 | -2% | ? | -1% | -2% | 4% | -4% | -9% | 0% |
| 13 | Cc1cc2n(n1)CCCN2C(=O)Nc1ccccc1C(F)(F)F | 3% | · | · | -1% | · | · | -4% | 5% |
| 14 | CCC(Sc1nnc(C)n2c1cc1sccc12)C(=O)Nc1ccccc1F (stereo unspecified) | -2% | · | · | -12% | · | · | ? | -3% |
| 15 | COc1ccc(Cc2nnc(SC)[nH]c2=O)cc1OC | 1% | 3% | i | -3% | 3% | 2% | -1% | -4% |
| 16 | CCNc1nc(NCC)nc(ON=C(C)C)n1 | -3% | 5% | -13% | -3% | 0% | 6% | -12% | 2% |
| 17 | CCOc1ccc(/C=N/Nc2cc(=O)n(C)c(=O)n2C)cc1 | -1% | 8% | -1% | 5% | 3% | 2% | -13% | -2% |
| 18 | CC1Cc2ccccc2N1C(=O)Cn1nnc(-c2ccccc2NC(=O)C2CCC2)n1 (stereo unspecified) | -10% | -5% | -4% | -4% | -4% | -4% | -6% | -2% |
| 19 | CC(=O)c1ccc(N2C(=O)NC3(CCCCC3)C2=O)cc1 | -5% | 8% | i | -1% | · | -2% | -4% | -1% |
| 20 | O=[N+]([O-])c1ccc(N/N=C/c2ccc[nH]2)cc1 | 0% | -1% | 0% | 2% | ? | -5% | -2% | 9% |
| 21 | Cc1nc(OCc2ccccc2)c2ccccc2n1 | 3% | -4% | -8% | 0% | 17% | -1% | -3% | 5% |
| 22 | Cc1nc(-c2ccccc2)sc1C(=O)/C=C/N(C)C | -11% | 7% | 13% | 1% | 28%[11.4 µM] | 9% | 5% | -4% |
| 23 | Nc1nnc(COc2cccc(C(F)(F)F)c2)s1 | -3% | 0% | 9% | -9% | 0% | 11% | -13% | -12% |
| 24 | CCc1ccc(CN(C(=O)Nc2cccc(Cl)c2)c2ccccn2)cc1 | 355µM*[quencher] | · | · | ? | · | · | -4% | -11% |
| 25 | Nc1ccc2c(c1)N=[N+]([O-])c1cc(N)ccc1C2 | -5% | 2% | -7% | -1% | 8% | 5% | -12% | 8% |
| 26 | CC(C(=O)Nc1sccc1C(N)=O)N1C(=O)C2CC=CCC2C1=O (stereo unspecified) | 3% | -8% | -11% | -2% | 6% | 16% | 2% | -10% |
| 27 | O=C1c2ccc([N+](=O)[O-])cc2C(=O)N1c1c[nH]c(=O)[nH]c1=O | 0% | -1% | i | 5% | 11% | 10% | 0% | -1% |
| 28 | C/C(=N\NC(=O)C1CC1)c1ccc2c(c1)OCCO2 | -1% | 2% | -12% | 5% | · | 10% | -1% | 4% |
| 29 | CC(C)CN1CCN(Cc2nc3ccccc3s2)CC1CCO (stereo unspecified) | -4% | 0% | -3% | -8% | -3% | 18% | -10% | 5% |
| 30 | COc1ccc(OC)c(S(=O)(=O)Nc2ccc3oc4c(c3c2)C(=O)CCC4)c1 | 0% | 4% | 9% | 3% | -5% | 1% | -20% | 0% |
| 31 | COC(=O)CCC(=O)c1oc2ccc(Cl)cc2c1NC(=O)CCCN1C(=O)c2ccccc2C1=O | 2% | -6% | -18% | -10% | 5% | 9% | 0% | -3% |
| 32 | CCOc1ccc(C(C#N)N2CCOCC2)cc1OC (stereo unspecified) | 4% | -20% | -15% | -1% | · | -15% | -1% | -1% |
| 33 | COc1ccc(Nc2nc3ccccc3nc2-n2nc(C)cc2C)cc1 | 1% | ? | 0% | 10% | · | 5% | -8% | -8% |
| 34 | CCCSc1nc(-c2ccccc2)[nH]c1S(=O)(=O)c1ccc(C)cc1 | -27% | · | · | ? | · | · | -1% | 2% |
| 35 | COc1ccc(C(C)=O)cc1CSc1ncccn1 | -2% | 12% | -1% | -1% | 0% | 5% | -2% | 5% |
| 36 | COc1ccc(CCNC(=O)c2ccc3c(c2)N(Cc2ccccc2)CCS3)cc1OC | -2% | · | · | 11% | · | · | ? | 7% |
| 37 | CCOC(=O)CNC(=O)CSc1ncnc2c1cnn2-c1ccc(Cl)cc1 | -1% | 7% | -3% | 5% | 13% | 9% | ? | -1% |
| 38 | Cc1nnc(NC(=O)c2ccc(C)c(S(=O)(=O)N3CCCCCC3)c2)s1 | 3% | 2% | i | 0% | 5% | 6% | -12% | -1% |
| 39 | CCCn1c(CCC(=O)O)nc2cc(S(=O)(=O)N(CC)CC)ccc21 | 2% | -11% | i | 5% | · | 37%[activator] | -8% | 5% |
| 40 | O=C(NCc1ccc(N2CCCC2=O)cc1)c1ccc(F)cc1 | -4% | 6% | i | 4% | 2% | 10% | -16% | 0% |
| 41 | COc1ccc(N2CC(NC(=O)C3CC3)CC2=O)cc1OC (stereo unspecified) | 1% | · | · | -6% | · | · | -7% | -7% |
| 42 | O=C(O)c1cccnc1C(=O)N1CCc2c([nH]c3ccccc23)C1C(F)(F)F (stereo unspecified) | -6% | ? | 5% | -3% | -4% | 4% | -9% | -4% |
| 43 | Cc1cc(C)cc(N2C(=O)CSC23C(=O)N(CC(N)=O)c2ccccc23)c1 (stereo unspecified) | -1% | · | · | -6% | · | · | -3% | 2% |
| 44 | O=C(Nc1ccccc1Br)N1CCC(CN2CCCC2)CC1 | -4% | · | · | ? | · | · | ? | -1% |
| 45 | Cc1c2cnn(CC(=O)NCc3ccc(F)cc3)c(=O)c2c(C)n1Cc1cccc(Cl)c1 | -1% | · | · | -2% | · | · | 5% | 0% |
| 46 | COc1ccc2cc(C(=O)N3CCOCC3)sc(=O)c2c1OC | -1% | -2% | -2% | 1% | 1% | 7% | -6% | -2% |
| 47 | c1ccc(Cc2nc3ccccc3o2)cc1 | -1% | 4% | -8% | -2% | · | 5% | -4% | 8% |
| 48 | CCOc1ccc(OCC)c(NS(=O)(=O)c2cc(-c3onc(C)c3C)ccc2OC)c1 | -1% | · | · | -2% | · | · | 6% | -2% |
| 49 | COC(CNC(=O)c1cc(C)nn1-c1ccccc1)OC | 0% | -2% | 0% | 4% | · | 13% | -12% | -2% |
| 50 | O=C(CSc1ccc(-c2ccc(Cl)cc2)nn1)N1CCCc2ccccc21 | 8% | 9% | -2% | 4% | -1% | 3% | -15% | 2% |
| 51 | CCO[C@H]1OC(C(=O)NCc2ccccc2)=C[C@@H](c2ccc(Br)cc2)[C@@H]1CCCO | -1% | 3% | -14% | ? | 9% | 4% | 1% | -4% |
| 52 | CCOc1cc(C(c2c(C)[nH][nH]c2=O)c2c(C)[nH][nH]c2=O)ccc1OS(=O)(=O)c1ccccc1 | 3% | 4% | i | -3% | · | 8% | ? | 3% |
| 53 | CCCCN(C)CCC(=O)Nc1ccc(C)cc1 | -1% | -2% | i | -2% | 1% | -1% | 1% | -3% |
| 54 | COc1ccc(-c2nc(CSc3nncn4c3cc3sccc34)c(C)o2)cc1OC | -1% | · | · | -7% | · | · | -16% | -6% |
| 55 | CCNc1nc(OCCNC(C)=O)nc(N(C)C)n1 | -1% | -6% | -5% | 2% | 1% | -3% | -4% | -6% |
